# MMP13 inh – blocks human MMP13 activity | MMP-13 fTHP FRET cleavage, Mca fluorescence | AID 570 | hit rate 0.07% among 65,000 | P45452 | inhibition, % at 4 µM;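 active means inhibition above the mean of compound-free control plate wells plus 3 SD, cut at about 14% in these data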;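 further: 0% = DMSO wells and 100% = wells with reference MMP-13 inhibitor after basal subtraction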
# SF-1 act – activators of human nuclear receptor SF-1; CHO-K1 Gal4-SF-1 LBD luciferase reporter; % increase over DMSO SF-1-specific signal; activation, % at 10 µM; hit rate 1.9% among 65,000; AID 522;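 active means activation above the mean activation of all tested compounds plus 3 SD, cut at about 50% in these data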
# Target sequence (Q13285 whole entry, looked up, the tested form may be a part): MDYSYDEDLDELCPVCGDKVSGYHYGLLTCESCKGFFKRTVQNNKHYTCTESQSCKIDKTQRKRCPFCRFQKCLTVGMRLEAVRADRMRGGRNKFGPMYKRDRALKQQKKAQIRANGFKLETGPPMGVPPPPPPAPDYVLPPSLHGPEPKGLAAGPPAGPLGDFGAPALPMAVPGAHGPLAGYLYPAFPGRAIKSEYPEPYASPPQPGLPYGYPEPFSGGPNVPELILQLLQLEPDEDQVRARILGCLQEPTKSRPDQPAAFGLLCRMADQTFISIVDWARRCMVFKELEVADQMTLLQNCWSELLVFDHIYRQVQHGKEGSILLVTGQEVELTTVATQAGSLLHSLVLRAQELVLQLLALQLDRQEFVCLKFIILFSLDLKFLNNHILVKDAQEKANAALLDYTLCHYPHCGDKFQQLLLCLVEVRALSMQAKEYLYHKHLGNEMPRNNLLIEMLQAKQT
#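 Test system: CHO-K1 cells with Gal4–hSF-1 LBD chimera plus Gal4-driven luciferase; Input: 4,000 cells/well; Compound: 10 µM only; Times: 20 h compound treatment, 37 °C; Measured by: steady-glow luciferase luminescence, read after 15 min reagent incubation; Measure: percent activation versus DMSO; Control set: DMSO and mock-transfected background; Replicates: one test per compound.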
# 5HT1a antag – antagonists of human 5-HT1a serotonin receptor; hit rate 0.68% among 62,000; P08908; inhibition, % at 10 µM; CHO 5-HT1a Ga15 NFAT-bla reporter, antagonist mode; AID 612;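 active means inhibition above the mean of all tested compounds plus 3 SD, cut at about 43% in these data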;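 further: receptor stimulated by 5-CT agonist at 100 nM near EC80; beta-lactamase reporter measured by ratiometric fluorescence of a cleavable substrate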
# Target sequence (P08908 whole entry, looked up): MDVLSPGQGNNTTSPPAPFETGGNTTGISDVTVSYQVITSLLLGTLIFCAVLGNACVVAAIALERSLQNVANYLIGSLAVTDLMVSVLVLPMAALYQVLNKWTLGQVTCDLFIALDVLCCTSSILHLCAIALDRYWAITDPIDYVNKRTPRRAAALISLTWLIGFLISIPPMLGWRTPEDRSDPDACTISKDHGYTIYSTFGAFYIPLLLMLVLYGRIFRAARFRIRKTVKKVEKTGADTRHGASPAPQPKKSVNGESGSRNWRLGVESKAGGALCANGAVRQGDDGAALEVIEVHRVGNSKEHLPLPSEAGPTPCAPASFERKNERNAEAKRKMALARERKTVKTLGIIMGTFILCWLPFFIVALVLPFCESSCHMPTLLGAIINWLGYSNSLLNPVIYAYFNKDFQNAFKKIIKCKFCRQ
# Fluor 339 460 – intrinsic fluorescence of library compounds, ex339/em460 – biochemical, MLSMR library, data from DPM-DC assay, artefact control, profiling panel; fluorescence fold increase at 10 µM; AID 709; hit rate 5.5% among 65,000; compound autofluorescence, ex339/em460 nm, NADH buffer; hits give high values; 1 = no-compound wells, NADH background;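 active means at 10 µM, mean starting fluorescence two-fold or more over control wells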;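 further: signal is the first read of a kinetic run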
# NADH enzymes – blocks coupling enzymes of NAD/NADH assays. AID 774. coupled PK/LDH NADH assays, four targets. hit rate 0.02% among 65,000. IC50, µM (series often up to 10 µM), for inactives: top-dose inhibition;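 active means single-dose screening hits from any of four coupled enzyme assays that gave an IC50 when retested across doses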;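 further: the DPM-DC format reads NADH fluorescence rather than 340 nm absorbance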
# RORA act – activates the human nuclear receptor RORA; activation, % at 10 µM; P35398; AID 560; CHO-K1 Gal4-RORA LBD luciferase reporter, luminescence; percent increase over mock-subtracted basal signal; hit rate 1.5% among 65,000;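 active means activation above the mean of all tested compounds plus 3 SD, cut at about 49% in these data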;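 further: 0% = DMSO-treated RORA cells and 100% = added signal equal to DMSO minus mock-transfected cells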
# TNAP act mid DEA – activators of human TNAP at intermediate phosphate acceptor; P05186; purified TNAP, CDP-star luminescence, 100 mM DEA, 30 min; hits give high values; scale: 0 levamisole-inhibited, 1 vehicle-only enzyme; activation factor at 20 µM; 64,000 tested, under 10 active; AID 813;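 active means activation factor of at least 2 at 20 µM, relative to controls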
# HTR1A agonist – activates the human 5-HT1a serotonin receptor. P08908. activation, % at 10 µM. AID 567. CHO 5-HT1a Ga15 NFAT-bla reporter, FRET ratio; 0% basal, 100% maximal reference agonist. hit rate 0.56% among 65,000;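 active means activation above the screen-wide mean activation plus 3 SD, cut at about 19% in these data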;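 further: 0% = DMSO wells and 100% = 5-CT at EC100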
# Abs 340nm – compounds absorbing at 340 nm. compound absorbance at 340 nm, fold over control. fold change at 10 µM. 65,000 tested, under 10 active. AID 708;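 active means at 10 µM dose, initial 340 nm absorbance at least 2 fold that of control wells; inactive means change under 2 fold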;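 further: initial absorbance extrapolated from kinetic A340 decline of NADH oxidation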
# * hit, by the source's call; . = not tested or not shown; [ ] = remark or other dose. Rows are unselected; overall some 8.9% were active at least once.
SMILES,MMP13 inh,SF-1 act,5HT1a antag,Fluor 339 460,NADH enzymes,RORA act,TNAP act mid DEA,HTR1A agonist,Abs 340nm
CCOC(=O)c1[nH]c(C)c(C(=O)NC2CCCCC2)c1C,5,-5,1,1.1,0%,2,1,0.8,1
O=C1CC(c2ccc(F)cc2)Sc2ccccc2N1 (configuration not stated),6,-20,-7,1.1,4%,6,.,-0.7,0.98
CCC(=O)Nc1cccc(-c2nc3ccccc3o2)c1,-21,42,-1,1.2,1%,8,0.9,-0.2,1.1
CCOCCCNC(=O)CCCOc1ccccc1,7,20,-13,1.1,5%,16,0.9,0.3,1
Cc1ccccc1S(=O)(=O)Cc1ccc(C(=O)N2CCN(c3ncccn3)CC2)o1,-2,-5,0,1.1,5%,-3,1,0.0,0.97
COc1ccc(OC)c(NC(=O)CN2C(=O)c3ccccc3S2(=O)=O)c1,2,-13,-11,1.1,0%,-11,0.9,-3.0,0.99
Cc1cccc2cc3c(nc12)SC(=NCC1CCCO1)N(Cc1ccco1)C3 (configuration not stated),-21,-39,57*,1.1,2%,-55,0.9,-3.4,1.1
CCOc1ccc(N2C(=O)CC(N3CC(C)OC(C)C3)C2=O)cc1 (configuration not stated),1,9,-10,1,4%,-12,0.9,1.5,1.1
c1ccc2c(-n3cnnn3)cccc2c1,0,8,3,1.1,8%,0,0.9,-1.1,1
Cc1cc(-c2cc(N)n(-c3ccccc3)n2)c(C)n1C1CCCC1,1,43,11,1.1,2%,10,0.9,-1.1,1.1
CCC(=O)Nc1c(C)ccc2nsnc12,0,-22,6,1.1,2%,-11,1,-0.9,1.1
COCCNC(=O)c1ccccc1NC(=O)c1ccc(OC)c(OC)c1,7,0,7,1.1,2%,-4,1,-0.6,1
COCCn1c(SCc2ccccc2Cl)nc2c1c(=O)[nH]c(=O)n2C,2,10,-17,1.1,0%,9,0.9,-2.9,0.99
O=C(NCc1cccs1)C1CCC(CNS(=O)(=O)c2cccs2)CC1 (configuration not stated),4,6,2,1.1,5%,-4,1,2.0,1
COc1cc(C2C(C#N)=C(N)Oc3cc(C)n(CCN4CCOCC4)c(=O)c32)cc(OC)c1OC (configuration not stated),3,14,.,1.1,2%,-7,0.9,1.3,1
N#CCSc1nnc(-c2ccccc2)c(-c2ccccc2)n1,-2,-4,-7,1.1,0%,-2,0.9,-0.2,1.1
Cc1cc(NC(=O)c2cccc(F)c2)ncc1NC(=O)c1ccco1,8,14,15,1.1,6%,26,1,-0.6,0.98
CN1CCN(CCP(=O)(c2ccccc2)c2ccccc2)CC1,.,.,.,1.1,3%,.,1,.,1
c1coc(-c2nn3c(-c4ccco4)nnc3s2)c1,-3,1,-21,1.1,10%,-1,1,-2.8,1
COC(=O)CC1=C(C(=O)OC)C(c2cccs2)C(C#N)=C(N)O1 (configuration not stated),-5,-7,9,1.1,6%,-14,0.8,-2.6,1
CCn1c(COc2ccccc2C)nnc1SCC(=O)N1CCCCC1,1,-9,-20,1.1,9%,-8,0.9,1.9,0.96
CCOc1ccc(C(C)=O)cc1N1C(=O)C2C3C=CC(C3=C(C)C)C2C1=O (configuration not stated),1,4,4,1.1,3%,-22,1,-2.9,1
C=CCNc1nc(-c2sc(NC(=O)CC)nc2C)cs1,1,13,11,1.4,3%,17,0.9,-1.7,1.1
CC(=O)NC1C(=O)Nc2c1cccc2C(F)(F)F (configuration not stated),3,-4,-2,1.3,1%,-10,0.9,-0.5,1
CCCCOC(=O)Nc1cccc(C(C)=O)c1,-2,29,7,1.1,6%,42,1,-2.4,1
O=C(CCNc1cccc(Cl)c1)c1ccco1,2,27,4,1.1,5%,-11,0.9,-1.1,1
O=C(CN1C(=O)NC2(CCCCCC2)C1=O)N1CCC(Cc2ccccc2)CC1,1,-14,-18,1,2%,-13,0.9,-1.7,0.98
CC(=O)c1oc2ccccc2c1NC(=O)COC(=O)c1ccc(-n2nc(C)cc2C)cc1,-3,0,-2,1.4,1%,-6,1,-2.5,1.1
O=C1N(S(=O)(=O)c2ccccc2F)C(=O)C2(CCCC2)N1S(=O)(=O)c1ccccc1F,3,-4,-1,1,4%,-10,1,-0.5,0.99
CCN(CC(=O)NC)S(=O)(=O)c1ccc(Br)cc1,2,7,5,1.1,8%,-19,1,-2.8,1
Clc1ccc2nc3ccccn3c2c1,-211[fluorescence artefact?],-5,-12,2.2*,4%[fluoresces],14,0.9,2.3,1.1
CC(=O)c1c(C)[nH]c(C(=O)COC(=O)CNS(=O)(=O)c2ccccc2)c1C,0,1,3,0.99,5%,-13,1,-1.3,1
Cn1c(=O)oc2cc(S(=O)(=O)N3CCc4ccccc4C3)ccc21,1,10,-2,1,5%,19,0.9,-0.6,1
CN1CCNC(=O)C1CC(=O)O (configuration not stated),-1,8,-4,1.2,6%,0,0.9,-3.0,1
O=C(c1cc2n(n1)C(C(F)(F)F)CC(c1ccco1)N2)N1CCc2ccccc2C1 (configuration not stated),2,-2,10,1.1,9%,-10,1,1.7,0.98
CCOCC(=O)Nc1ccc(F)c(F)c1,4,9,8,1.1,3%,8,1,-0.3,1
Cc1ccc(-c2nnn(CC(=O)N(Cc3cccs3)C(C(=O)NC(C)(C)C)c3ccc(C)o3)n2)o1 (configuration not stated),3,-23,11,1,3%,12,0.8,-0.4,1.1
O=C(NC1CCCC1)c1cnc2n(c1=O)CCS2,0,8,-26,1.1,0%,12,0.9,1.9,1.1
O=C(c1ccc2c(c1)OCO2)N(c1ccccc1)C1C=CS(=O)(=O)C1 (configuration not stated),-3,14,-4,1.1,12%,-4,0.9,0.4,1
CCOc1cccc(-c2nnc(SCC(=O)Nc3cc(C)ccc3OC)n2N)c1,0,1,-7,1.1,3%,-3,0.9,0.6,1
CC(C)C(NC(=O)C1CCCCC1)C(=O)Nc1ccncc1 (configuration not stated),0,-1,-4,1.1,6%,4,1,-3.0,1
CCc1nnc2c3cnn(-c4ccccc4)c3ncn12,-8,1,-2,1.2,3%,83*,0.7,2.3,0.98
CC(=O)n1nc(-c2ccco2)nc1SCc1ccccc1,2,25,-7,1,2%,5,0.8,-1.8,0.97
CCn1ncc(C2=NOC(C(=O)N3CCC(C(N)=O)CC3)C2)c1C (configuration not stated),2,-1,13,1,2%,12,0.9,-2.4,1
CCN(CC)CCN1C(=O)C(O)=C(C(=O)c2ccco2)C1c1ccccn1 (configuration not stated),0,2,.,1,3%,-13,0.9,-1.9,1
CCOC(=O)C(C)Oc1ccccc1C1NC(=O)NC(C)=C1C(=O)Nc1ccc(C)c(C)c1 (configuration not stated),1,5,-10,1.1,6%,0,0.9,-0.7,1
Cn1c(N2CCN(C(=O)C34CC5CC(CC(C5)C3)C4)CC2)nc2ccccc21,1,-6,-19,1.1,5%,-3,0.9,-1.8,1
O=C(CN1C(=O)C2CC=CCC2C1=O)NC1=NCCS1 (configuration not stated),2,9,-2,1.1,5%,-2,0.9,-0.1,1
O=c1c2c3c(sc2n2cnnc2n1-c1ccccc1)N(Cc1ccccc1)CCC3,-4,-3,-11,1.3,5%,15,0.9,0.1,0.98
O=C(Nc1cccc2cccc(NC(=O)c3ccco3)c12)c1ccco1,-1,-13,2,1.1,7%,-29,0.9,-0.7,1.1

# Following part:
SMILES,MMP13 inh,SF-1 act,5HT1a antag,Fluor 339 460,NADH enzymes,RORA act,TNAP act mid DEA,HTR1A agonist,Abs 340nm
O=C(OCC(=O)N1CCOCC1)C(c1ccccc1)c1ccccc1,0,3,-10,1,5%,8,0.9,-0.8,1
CCOC(=O)c1ccccc1NC(=O)CSc1nnnn1C1CCCCC1,2,5,10,1.1,6%,54*,0.9,-1.5,1
CCCn1c(=O)c(C(=O)Nc2ccccc2C(=O)OCC)c(O)c2ccccc21,4,10,3,1.1,5%,-10,0.9,-1.8,1.1
Cc1nc2sc(C(c3ccccc3)N3CCN(CCO)CC3)c(O)n2n1 (configuration not stated),-1,3,1,1.1,6%,-1,0.9,-1.4,1
CC1CCCC(C)N1C(=O)Nc1cccc(Cl)c1 (configuration not stated),2,-14,12,1.1,8%,6,0.9,-3.8,1
Cc1cc(C)c(S(=O)(=O)N(CC(=O)O)C2CCCCC2)c(C)c1,4,-7,0,1.1,6%,-12,0.9,0.1,1
O=C(CN1C(=O)CSc2ncccc21)N1CCOCC1,-5,-2,-9,1,7%,-15,0.9,-4.8,1
CCOc1ccc(S(=O)(=O)N2CCN(c3ccc(OC)cc3)CC2)c2cccnc12,2,6,-7,1.1,1%,13,0.9,-0.4,1
O=C(CNC(=O)c1ccco1)OCc1cccc(Cl)c1,-7,4,6,1.1,1%,-8,0.9,0.1,1.1
CCc1cc2c(=O)c(-c3cscn3)coc2cc1O,-20,31,.,1.9,6%,2,0.9,2.6,1
COc1cccc(NC(=O)COC(=O)c2ccco2)c1,10,-8,-2,1.1,2%,8,0.9,-2.2,1
O=C(CSc1nnc(-c2ccc(NS(=O)(=O)c3ccccc3)cc2)o1)NCC1CCCO1 (configuration not stated),2,-1,12,1,10%,-1,0.9,-0.8,1.1
c1ccc(-c2cnn3nnnc3n2)cc1,1,4,-3,0.65,13%,-12,0.9,-1.4,1.1
CCOC(=O)c1cnn(-c2nc(SC)nc3sc4c(c23)CCC4)c1N,0,3,-2,1.2,10%,4,1,-0.7,1.1
CC1(C)Cc2cccc(OCC(=O)Nc3ccccc3N3CCOCC3)c2O1,6,-10,-4,1.1,1%,27,1,1.1,1
COc1ccccc1-c1nnc(SCC(=O)Nc2cc(C)on2)o1,3,-14,8,1.1,9%,-4,1,-0.6,1
Cc1ccc(S(=O)(=O)Nc2ccc(Br)cc2/C=N/n2cnnc2)cc1,3,-9,4,1.2,4%,-16,0.9,-0.8,1
Cc1ccc(C(=O)NCc2nnc(SCC(=O)Nc3sc4c(c3C#N)CCCC4)n2C)cc1,-1,3,-21,1.1,6%,6,0.8,3.4,1
COc1ccc(CNC(=O)CSc2nnnn2-c2ccc(O)cc2)cc1,7,-10,2,1.1,3%,2,0.9,-0.9,1
Cc1ccccc1NC(=O)CSc1nc(N)c(C#N)c(-c2cccs2)c1C#N,2,4,-11,1.6,5%,-6,0.9,2.4,1
CC(NC(=O)c1nn(C)c(=O)c2ccccc12)c1ccc(F)cc1 (configuration not stated),3,-12,2,1.1,5%,-21,0.9,0.1,0.99
N#Cc1c[nH]n2c(=O)cc(Cc3ccccc3)nc12,2,-17,5,1.1,1%,-8,0.9,0.1,1.1

# Some of the entries so far, tab-delimited.
molecule	MMP13 inh	SF-1 act	5HT1a antag	Fluor 339 460	NADH enzymes	RORA act	TNAP act mid DEA	HTR1A agonist	Abs 340nm
COc1cccc(NC(=O)COC(=O)c2ccco2)c1	10	-8	-2	1.1	2%	8	0.9	-2.2	1
O=C(CSc1nnc(-c2ccc(NS(=O)(=O)c3ccccc3)cc2)o1)NCC1CCCO1 (configuration not stated)	2	-1	12	1	10%	-1	0.9	-0.8	1.1
c1ccc(-c2cnn3nnnc3n2)cc1	1	4	-3	0.65	13%	-12	0.9	-1.4	1.1
CCOC(=O)c1cnn(-c2nc(SC)nc3sc4c(c23)CCC4)c1N	0	3	-2	1.2	10%	4	1	-0.7	1.1
CC1(C)Cc2cccc(OCC(=O)Nc3ccccc3N3CCOCC3)c2O1	6	-10	-4	1.1	1%	27	1	1.1	1
COc1ccccc1-c1nnc(SCC(=O)Nc2cc(C)on2)o1	3	-14	8	1.1	9%	-4	1	-0.6	1

# High-throughput results deposited in PubChem by several laboratories.
